Bioassay records deposited in PubChem BioAssay by several laboratories.
ASAP1 inh – ASAP1 ArfGAP inhibition; ASAP1-stimulated ARF1 GTP hydrolysis, GDP FP detection; inhibition, % at 16.5 µM; hit rate 0.19% among 360,000; AID 624377; in the data active means inhibition above about 25%;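 further: 0% = vehicle with enzyme and substrate and 100% = no enzyme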
Target sequence (Q9ULH1 325-724 limits assumed): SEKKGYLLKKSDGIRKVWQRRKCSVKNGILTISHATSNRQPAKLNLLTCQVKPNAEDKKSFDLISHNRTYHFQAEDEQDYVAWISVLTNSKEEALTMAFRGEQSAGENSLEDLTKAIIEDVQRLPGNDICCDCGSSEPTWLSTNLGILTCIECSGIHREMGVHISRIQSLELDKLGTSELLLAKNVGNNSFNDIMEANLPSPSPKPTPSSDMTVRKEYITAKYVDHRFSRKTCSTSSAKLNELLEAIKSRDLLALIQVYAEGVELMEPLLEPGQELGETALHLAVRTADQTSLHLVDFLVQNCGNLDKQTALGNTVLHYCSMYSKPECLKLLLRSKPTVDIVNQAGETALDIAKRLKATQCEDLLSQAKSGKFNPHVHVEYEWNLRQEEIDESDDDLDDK
HGIII-sPLA2 inh – Inhibits HGIII-sPLA2 liposome hydrolysis, primary screen; QFRET BODIPY PC-A2 liposome hydrolysis, fluorescence; inhibition, % at 12.2 µM; hit rate 0.56% among 370,000; AID 743126;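 active means inhibition above mean plus 3 SD of compounds lying within the high and low control bounds, cut at about 19% in these data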;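 further: 0% = median of test compound wells and 100% = no enzyme DMSO wells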
PLCb3 inh – PLC-beta3 (human) inhibition, primary screen. hit rate 0.18% among 370,000. inhibition, % at 12.2 µM. Purified PLC-beta3, fluorogenic substrate, fluorescence. Q01970. AID 720704; in the data active means inhibition above about 11%;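 further: 0% = median of compound wells on plate and 100% = full blocker control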
Rev-erbA mod – modulates human Rev-erb alpha binding to DNA; Rev-erbα–FITC-DNA binding, fluorescence polarization, 90 min; activity, % at 10 µM; AID 1259318; hit rate 0.79% among 370,000;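 active means activity above about 14%, limit read from the data; passing the limit was not always enough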;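 further: 0% = DMSO wells with 35 nM protein and 100% = DMSO wells with 750 nM protein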
Tn6 DDE FP – DD(E)-Tn6 binding inhibition, primary FP screen. inhibition, % at 8.3 µM. hit rate 0.21% among 370,000. AID 720509. Fibrin DD(E) TRITC-Tn6 fluorescence polarization displacement. P02675;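 active means inhibition above a per-campaign cutoff: mean of compounds within control limits plus 3 SD, cut at about 15% in these data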;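 further: 0% = median of all compound wells on the plate and 100% = blocking peptide control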
Target sequence (P02675 whole entry, looked up): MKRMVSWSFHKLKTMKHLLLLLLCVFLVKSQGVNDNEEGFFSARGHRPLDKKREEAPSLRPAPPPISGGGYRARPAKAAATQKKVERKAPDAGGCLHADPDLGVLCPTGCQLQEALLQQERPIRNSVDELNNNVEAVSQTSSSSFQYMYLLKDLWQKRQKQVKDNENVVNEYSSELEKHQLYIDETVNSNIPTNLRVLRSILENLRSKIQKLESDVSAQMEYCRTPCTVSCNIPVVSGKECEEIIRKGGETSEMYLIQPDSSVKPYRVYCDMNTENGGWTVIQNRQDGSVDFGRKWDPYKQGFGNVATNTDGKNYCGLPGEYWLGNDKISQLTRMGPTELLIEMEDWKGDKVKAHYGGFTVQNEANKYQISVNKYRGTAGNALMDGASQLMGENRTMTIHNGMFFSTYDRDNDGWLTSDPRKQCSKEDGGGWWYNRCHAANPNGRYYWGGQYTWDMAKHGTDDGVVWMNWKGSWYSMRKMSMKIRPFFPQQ
UHRF1 MBD2 ctr – human UHRF1 methylated DNA binding inhibitors. Q96T88. UHRF1 binding to methylated oligo, TR-FRET. inhibition, % at 4.4 µM. hit rate 0.75% among 370,000; in the data active means inhibition above about 21%;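 further: UHRF1 SRA domain binding a hemimethylated CpG hairpin DNA probe; 0% = median of test compound wells and 100% = reference inhibitor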
PLC-gamma1 inh – PLC-gamma1 (human) inhibition, primary screen. P19174. purified PLC-gamma1, fluorogenic substrate, fluorescence. inhibition, % at 12.2 µM. hit rate 0.84% among 370,000. AID 720700; in the data active means inhibition above about 9.5%
Tn7 DDE FP – disrupts Tn7 cyclic peptide binding to fibrin D-Dimer-E complex | P02675 | FP displacement of FITC-Tn7 peptide from fibrin DD(E); 0% = median of compound wells per plate | inhibition, % at 8.3 µM | hit rate 0.13% among 370,000 | AID 720508;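 active means inhibition above the mean of compounds falling within the control limits plus 3 SD of them, cut at about 14% in these data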;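 further: 0% = plate median of compound wells and 100% = 10 µM Aha-Tn7 peptide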
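Assay system: human fibrin DD(E). Input: DD(E) 2 µM final. Medium: Tris buffer with calcium and detergent, pH 7.8. Compound dosing: single point at 8.3 µM. Timing: 10 min plus 3 h, room temperature. Technique: fluorescence polarization of the labelled Tn7 tracer. Read-out: percent inhibition. Replicates: singlicate testing.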
ARFGAP1 inh – inhibitors of rat ARFGAP1; Q62848; Arfgap1-stimulated ARF1 GTP hydrolysis, GDP FP detection; inhibition, % at 16.5 µM; hit rate 0.26% among 360,000; AID 651572;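 active means inhibition above a per-plate limit, mean inhibition of low control wells plus 3 SD, cut at about 25% in these data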;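 further: 0% = DMSO wells with enzyme and 100% = wells lacking Arfgap1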
Target sequence (Q62848 1-136 limits assumed): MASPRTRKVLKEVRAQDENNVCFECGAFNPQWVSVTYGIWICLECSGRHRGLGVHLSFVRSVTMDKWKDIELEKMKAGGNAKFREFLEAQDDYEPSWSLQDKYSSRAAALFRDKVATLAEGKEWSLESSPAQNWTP
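system = rat Arfgap1 catalytic domain, aa 1-136 | technique = FP, GDP Alexa 633 tracer displaced from anti-GDP antibody, 620/688 nm | compound = one concentration, 16.5 µM, DMSO 1.26% | medium = HEPES-based buffer, pH 7.5 | timing = compound-enzyme preincubation 20 min, reaction 120 min, detection 60 min, 25 °C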
KLK7 zymogen act – activators of human kallikrein-7 zymogen. P49862. purified proKLK7, EDANS-DABCYL substrate fluorescence; 100% is mature enzyme control, 0% vehicle. activation, % at 7 µM. AID 652039. hit rate 0.9% among 370,000;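 active means activation above the mean of all tested compounds plus 3 SD, computed per campaign excluding outliers beyond control limits, cut at about 13% in these data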
* = called active by the depositor; i = inactive; . = not tested or not shown.

SMILES	ASAP1 inh	HGIII-sPLA2 inh	PLCb3 inh	Rev-erbA mod	Tn6 DDE FP	UHRF1 MBD2 ctr	PLC-gamma1 inh	Tn7 DDE FP	ARFGAP1 inh	KLK7 zymogen act
CCc1ccc(NC(=S)N2CCCC(C(F)(F)F)C2)cc1 (configuration not stated)	1.6	3.9	-3.6	-1.1	-0.3	-2.0	-0.5	-0.6	-2.7	0.3
CCOC(=O)NC(=O)CSc1nnnn1-c1ccc(Cl)cc1	-0.7	-25.2	-1.7	-3.6	-8.6	-2.8	2.6	-7.3	-0.5	0.3
O=C(NC1CCN(Cc2ccccc2)CC1)C1CCN(c2nnc(-n3cccc3)s2)CC1	-16.2	-2.9	-4.2	-3.6	1.2	4.8	-1.7	2.4	7.2	-0.1
COc1ccc(-n2c(C)c(C)c3c(NCCN(C)C)ncnc32)cc1	-6.4	-5.8	4.2	-1.3	-0.7	5.8	5.4	1.2	4.8	-0.7
COc1cccc(NC(=O)C(=O)N/N=C(\C)CC(=O)Nc2ccc(NC(C)=O)cc2)c1	-14.9	4.2	-8.9	-5.7	1.8	-1.3	-0.9	2.5	8.8	0.4
CCOC(=O)C1(C)CCCN(C(=O)c2c(F)ccc(C)c2F)C1 (configuration not stated)	-6.3	10.7	3.4	-4.7	1.9	3.4	-2.2	4.7	0.9	-0.2
COc1ccc(-n2c(COc3ccc(Cl)cc3)nnc2SCc2ccc(C#N)cc2)cc1	5.6	-1.1	-0.5	-2.8	-0.5	3.4	1.8	-0.2	4.0	0.5
CCn1c(SCCOc2ccc(Cl)cc2)nnc1-c1cccs1	-16.0	-12.7	-2.9	3.4	-3.9	0.6	2.5	4.4	12.4	-0.4
COc1ccc(CCOC2OC(CO)C(OC(=O)/C=C/c3ccc(O)c(OC)c3)C(O[C@H]3O[C@@H](C)[C@H](O)[C@@H](O)[C@H]3O)C2O)cc1O (some centres not stated)	-2.5	-5.3	-39.3	14.3	4.9	-2.3	-40.1	6.8	-0.6	-1.8
COc1ccc(CNC(=O)CSc2nc3c([nH]2)c(=O)n(C)c(=O)n3C)cc1	.	11.1	-0.9	3.4	1.8	0.3	0.4	-3.6	.	0.7
C[C@@]12C(=O)N(Cc3ccccc3)CC(=O)N1[C@H]1c3cc(Cl)ccc3OC[C@@H]1[C@@H]2c1ccccc1	1.8	-1.8	-1.1	0.8	3.5	-2.4	2.3	7.6	5.2	-0.1
CN(C(=O)CSc1nnc(-c2cccc(F)c2)n1N)C1CCS(=O)(=O)C1 (configuration not stated)	4.4	6.7	-6.6	-0.8	0.9	4.0	0.1	6.1	4.8	-0.2
COC(=O)C1C(=O)C2=C(CC1C)NC(C)=C(C(=O)OC(C)C)C2c1ccc(OC)c(O)c1 (configuration not stated)	-9.4	-11.5	-13.9	2.9	-15.2	4.1	-9.6	1.6	-5.0	-0.5
NC(=O)C1CCN(C(=O)CSc2ccccn2)CC1	10.3	4.1	-8.7	2.5	-7.0	2.2	-95.7	-2.5	-1.5	0.3
CCCCCO	-2.5	4.2	4.9	-0.6	-3.7	2.4	-0.3	3.3	-12.3	0.1
Cc1ccc(S(=O)(=O)N2C[C@H]3C(=O)C[C@@H](c4ccccc4)N(S(=O)(=O)c4ccc(Br)cc4)[C@H]3C[C@H]2c2ccccc2)cc1	5.8	-15.4	2.6	-0.4	-8.4	-0.4	0.3	1.2	3.9	-0.8
Nc1cccc(-c2nc3ccc(N)cc3s2)c1	13.5	-5.5	i	5.4	1.6	-5.3	i	-1.9	15.2	82.4*
CS(=O)(=O)N1N=C(c2ccccc2)CC1c1cccs1 (configuration not stated)	6.7	4.1	1.1	1.7	-0.8	1.6	-0.9	5.4	5.8	-0.1
O=C(Nc1ccnn1C1CCN(C(=O)c2ccc(F)c(Cl)c2)CC1)C1CC1	-3.3	2.7	-4.3	-4.4	0.0	0.5	0.7	-0.6	3.4	-0.1
CN1C(=O)c2cccc3c(S(=O)(=O)NCc4ccco4)ccc1c23	-1.6	2.8	i	8.9	1.3	-5.8	i	-0.1	-2.4	21.4*
O=C(Nc1cccnc1)c1ccccc1Oc1ccccc1	2.6	16.9	10.7*	-0.1	0.3	3.9	5.1	-2.0	1.1	0.1
COc1ccc(CN2CCN(C(=O)CC(C)C)CC2)cc1OC	-7.0	4.6	-2.0	-3.1	-8.1	2.9	0.0	2.3	-3.4	0.1
COc1ccc2nc(C)cc(N3CCN(S(=O)(=O)c4ccccc4F)CC3)c2c1	1.6	-6.1	-9.8	-5.9	-4.7	0.0	-3.6	3.9	5.7	0.3
Cc1cccc(C)c1NC(=O)CN(C)C(=O)c1ccccc1SCC(=O)N1CCCC1	-12.1	16.2	-8.5	-2.6	-3.4	0.6	-5.9	-1.6	0.8	0.3
CCCCN(C(C)=O)c1ccc2c(c1)C1CC2CCN1C(=O)OCc1ccccc1 (configuration not stated)	8.7	-5.1	0.4	-0.5	7.4	0.7	1.1	7.2	-8.0	0.2
CCCCCn1c(=S)[nH]c2cc(C(=O)N3CCCC3)ccc2c1=O	0.3	2.9	-2.8	4.2	-1.2	-0.6	1.9	-2.8	-4.8	-0.2
CC(C)(C)OC(=O)[C@H](Cc1ccccc1)NC(=O)c1[nH]cnc1C(=O)N[C@@H](Cc1ccccc1)C(=O)OCc1ccccc1	11.2	-11.4	5.0	3.3	-7.9	-2.8	2.4	-1.1	6.1	0.9
CC1CCCC(NC(=O)COC(=O)Cc2ccc(Br)cc2)C1C (configuration not stated)	-3.8	-1.0	-3.6	-1.2	1.1	0.1	-0.1	2.9	0.9	-0.2
O=C1CCCc2ccccc2N1Cc1ccccc1Cl	-11.7	4.0	-2.3	-1.5	-4.9	6.7	-10.1	2.5	25.1*	0.3
Clc1ccc2c(c1)c1ccccc1n2CN1CCOCC1	9.7	-15.2	-1.1	4.7	4.1	0.9	0.9	-1.7	13.2	-1.2
COc1ccc2nc(C)cc(Nc3ccc(N4CCN(C)CC4)cc3)c2c1	-10.6	7.5	7.7	2.0	-6.9	54.2*	-4.8	-3.2	-6.2	-0.2
Cc1ccc(S(=O)(=O)/N=C2/NC(=O)/C(=C/c3cccnc3)S2)cc1	-7.3	-16.6	5.2	2.9	-8.3	-1.2	1.7	1.2	17.9	0.2
CCC(C)Sc1nc2c(c(=O)[nH]c(=O)n2C)n1Cc1ccccc1Cl (configuration not stated)	-8.3	2.1	-0.5	2.6	0.4	4.5	0.5	-3.0	5.3	0.6
COCCn1c(SCC(=O)Nc2nc(C)c(Cl)cc2Cl)nc2ccccc21	1.2	-7.8	2.4	-3.5	1.4	-0.9	0.7	2.0	-16.0	-0.3
O=C(COC(=O)C1CCN(S(=O)(=O)c2cccc3cccnc23)CC1)c1ccc(F)cc1	5.1	-8.4	2.4	10.4	1.0	6.4	2.3	2.5	-5.7	0.1
Cc1ccc(NC(=O)C(Cc2ccccc2)NC(=O)c2ccco2)cc1 (configuration not stated)	8.0	-4.0	-2.9	2.5	2.2	-0.6	-1.2	6.6	10.3	0.4
COc1ccccc1C(=O)NCCC(=O)Nc1ccc(S(=O)(=O)N2CCCC(C)C2)cc1 (configuration not stated)	-0.7	-9.8	-2.7	-0.2	6.5	-2.4	-1.0	-4.6	28.3*	1.3
CNCC(O)C(O)C(O)C(O)CO (configuration not stated)	2.4	16.2	3.3	-0.6	4.8	-0.1	5.1	1.7	-2.1	-0.4
COc1ccc(S(=O)(=O)N2CCC(C(=O)NCCc3ccccc3)CC2)cc1OC	2.2	5.5	3.8	-2.9	-0.5	0.8	-1.1	-6.6	-5.3	-0.1
CC(Nc1ccc(N2CCOCC2)cc1)C(=O)N1c2ccccc2CC1C (configuration not stated)	-8.7	2.6	-10.7	-3.7	3.6	-5.2	-3.1	-4.0	-5.2	0.0
Cc1ccc(NC(=O)CSCc2ccco2)cc1	-2.2	1.4	-2.1	-0.6	0.0	-0.5	0.8	-2.6	5.9	-0.8
COc1ccc(NC(=O)N2CCc3ccccc3C2)cc1OC	-11.2	7.9	-4.1	-1.1	1.4	-1.4	-0.7	5.2	8.7	0.5
COc1cc(NC(=O)CSc2nnc(C)s2)cc(OC)c1OC	-3.4	3.8	2.4	5.0	-4.1	0.0	-0.6	6.9	3.7	-0.6
O=C1CSC(c2cccnc2)N1C1CCCCC1 (configuration not stated)	21.4	1.6	10.5	-7.7	2.7	4.1	6.0	-4.9	4.1	0.0
COc1ccccc1C(=O)N/N=C/c1ccc2c(c1)OCO2	-6.7	-0.1	-30.7	-1.8	1.8	-2.3	-16.3	-2.5	-3.4	-0.3

A few values from above.
`COc1ccc(-n2c(C)c(C)c3c(NCCN(C)C)ncnc32)cc1` @ PLC-gamma1 inh = 5.4
`Cc1ccc(S(=O)(=O)N2C[C@H]3C(=O)C[C@@H](c4ccccc4)N(S(=O)(=O)c4ccc(Br)cc4)[C@H]3C[C@H]2c2ccccc2)cc1` @ PLC-gamma1 inh = 0.3
`COc1ccc2nc(C)cc(N3CCN(S(=O)(=O)c4ccccc4F)CC3)c2c1` @ KLK7 zymogen act = 0.3

Other structures:
SMILES	ASAP1 inh	HGIII-sPLA2 inh	PLCb3 inh	Rev-erbA mod	Tn6 DDE FP	UHRF1 MBD2 ctr	PLC-gamma1 inh	Tn7 DDE FP	ARFGAP1 inh	KLK7 zymogen act
O=C(OC12CCCN(C1)/C(=C/c1cccnc1)C2)c1ccc(F)cc1 (configuration not stated)	.	-1.8	3.8	-1.4	5.7	-1.5	1.9	-0.6	.	-0.1
O=C(NC1CCCCC1)C1c2ccccc2OCC(=O)N1C1CC1 (configuration not stated)	-9.5	1.8	3.9	-5.1	0.8	17.7	-1.9	-6.6	-3.2	0.0
CC1CCCC(NC(=O)CCNC(=O)c2ccc(Br)cc2)C1C (configuration not stated)	-6.3	4.6	-2.6	-2.1	3.2	3.1	6.8	1.0	8.9	-0.1
CCc1noc(C)c1C(=O)Nc1nc(-c2ccc(NC(C)=O)cc2)cs1	-11.3	1.4	-9.7	-1.0	-3.1	-1.9	-6.4	3.0	11.3	0.8
O=C(COc1ccccc1[N+](=O)[O-])NCC1COc2ccccc2O1 (configuration not stated)	13.4	5.1	0.4	2.4	3.7	2.2	5.2	-8.2	3.8	-0.5
CCOc1ccc(N(CC(=O)NCCc2ccc(OC)cc2)S(C)(=O)=O)cc1	-1.1	1.1	5.0	-3.2	2.1	0.9	6.1	-0.7	5.0	0.2
CN(C)c1ccc(C(CNS(=O)(=O)c2ccc([N+](=O)[O-])cc2)N2CCOCC2)cc1 (configuration not stated)	3.0	3.1	-7.1	6.3	1.1	-0.8	-0.2	-4.5	3.5	-0.3
